# Screens from PubChem.
# F508del corr: correctors of CFTR F508del function in bronchial epithelial cells; CFBE cells, YFP halide quenching; stimulated with forskolin plus potentiator P3; % fluorescence drop versus neutral controls; activity (quench increase), % at 7.58 µM; 350,000 compounds, 0.36% hits; AID 720511;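 active = mean added fluorescence quench of at least 8% versus neutral control, with both replicates also reaching 8%; inconclusive = only one of the mean or replicate conditions met; inactive = mean below 8% and not both replicates reaching 8%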;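 note: cells transiently co-express mutant CFTR-F508del with the halide-sensitive YFP; corrector assay measuring rescue of mutant channel to the surface after 24 h compound exposure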
# CASP6 VEID inh: inhibitors of human caspase-6. P55212. purified caspase-6, Z-VEID-R110 cleavage fluorescence. inhibition, % at 12.5 µM. 350,000 compounds, 0.53% hits. AID 686996;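 active = mean inhibition across replicates at least about 35%, with every replicate also reaching that limit, limit read from the data; inconclusive = only one of the two criteria met; inactive = neither criterion met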;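 note: 0% = median of neutral control wells and 100% = no fluorescence left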
# Target sequence (P55212 24-179 limits assumed): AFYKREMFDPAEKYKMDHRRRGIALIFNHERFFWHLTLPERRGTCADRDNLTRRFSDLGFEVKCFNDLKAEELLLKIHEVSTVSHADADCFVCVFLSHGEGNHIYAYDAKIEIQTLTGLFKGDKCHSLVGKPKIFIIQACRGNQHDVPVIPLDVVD
# Target sequence (P55212 194-293 limits assumed): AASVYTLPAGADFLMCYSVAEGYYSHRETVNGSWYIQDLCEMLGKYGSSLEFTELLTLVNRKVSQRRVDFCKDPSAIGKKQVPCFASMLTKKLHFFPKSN
# DENV2 CPE rescue: protects cells from dengue virus 2 cytopathic effect; DENV2-infected cells, cytopathic effect rescue, plate reader; AID 651640; 350,000 compounds, 1.7% hits; CPE inhibition, % at 9.99 µM; in the data active = CPE inhibition above about 20%, passing the limit was not always enough; inconclusive = no clear call, values can overlap the other calls; tested in BHK-21 cells;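 note: 0% = median of neutral control wells and 100% = median of positive control wells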
# ERp5 inh: ERp5 (human) disulfide isomerase inhibition; 350,000 compounds, 0.05% hits; inhibition, % at 9.99 µM; ERp5 insulin aggregation, absorbance 650 nm, 90 min;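 active = mean replicate inhibition above about 25%, with every replicate also reaching it, limit read from the data, passing the limit was not always enough; inconclusive = only one of those two criteria met; inactive = neither criterion met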
# Target sequence (Q15084 whole entry, looked up): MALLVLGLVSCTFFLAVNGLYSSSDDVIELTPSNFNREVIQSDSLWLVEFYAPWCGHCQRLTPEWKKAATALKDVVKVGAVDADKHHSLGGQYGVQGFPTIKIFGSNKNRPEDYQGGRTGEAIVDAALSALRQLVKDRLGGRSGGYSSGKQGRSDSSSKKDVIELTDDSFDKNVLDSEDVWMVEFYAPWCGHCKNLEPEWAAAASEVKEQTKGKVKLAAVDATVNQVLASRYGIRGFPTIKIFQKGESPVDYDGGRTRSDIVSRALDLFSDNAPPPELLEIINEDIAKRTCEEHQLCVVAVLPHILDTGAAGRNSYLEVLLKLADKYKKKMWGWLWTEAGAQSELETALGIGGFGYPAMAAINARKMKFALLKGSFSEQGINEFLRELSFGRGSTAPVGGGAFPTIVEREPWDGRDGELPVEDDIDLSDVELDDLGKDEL
# miR-122 sensor: blocks miR-122 activity in Huh7 sensor cells; 340,000 compounds, 0.3% hits; AID 602342; Huh7 miR-122 Renilla luciferase sensor, 48 h; neutral wells = 0, positive control = 100; activation (reporter increase), % at 12.5 µM;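 active = mean replicate activation score at least 90 and every replicate individually at or above 90; inconclusive = only one of the two criteria met; inactive = neither criterion met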;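 note: higher luciferase means less miR-122 activity so hits act as miR-122 inhibitors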
# SIRT5 block: sirtuin-5 (human) deacylase inhibition. Q9NXA8. Purified SirT5, succinyl-peptide AMC, trypsin-coupled fluorescence. inhibition, % at 15 µM. 330,000 compounds, 1.1% hits. AID 652115; in the data active = inhibition above about 15%; inconclusive = no clear call, values can overlap the other calls
# Target sequence (Q9NXA8 whole entry, looked up): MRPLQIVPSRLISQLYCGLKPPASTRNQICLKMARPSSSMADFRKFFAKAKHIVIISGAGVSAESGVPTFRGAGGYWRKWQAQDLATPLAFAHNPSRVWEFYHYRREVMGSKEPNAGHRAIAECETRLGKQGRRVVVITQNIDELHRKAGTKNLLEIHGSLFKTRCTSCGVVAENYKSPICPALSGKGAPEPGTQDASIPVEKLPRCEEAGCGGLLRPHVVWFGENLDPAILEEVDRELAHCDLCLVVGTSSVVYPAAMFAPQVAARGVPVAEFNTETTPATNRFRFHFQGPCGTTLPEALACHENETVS
# ERAP1 inh: blocks human ERAP1 aminopeptidase activity | Q9NZ08 | recombinant ERAP1, Leu-AMC fluorescence, 60 min | inhibition, % at 10.7 µM | 340,000 compounds, 0.15% hits;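 active = mean replicate inhibition of at least 30%, or all replicates individually reaching that 30% level; inactive = mean below 30% and not every replicate reaching it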;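 note: 0% = neutral control wells and 100% = L-leucinethiol positive control wells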
# Numbers without * were called inactive; ? = inconclusive; · = no result given; & = joins results of further samples; [ ] = dose if it differs, or a comment.
F508del corr,CASP6 VEID inh,DENV2 CPE rescue,ERp5 inh,SMILES,miR-122 sensor,SIRT5 block,ERAP1 inh
-0.5,-3,·,9,Cc1ccccc1NC(=S)NC(NC(=O)c1ccco1)C(Cl)(Cl)Cl (configuration not stated),12,0,-16
3.6,-3,-4,8,CCCNC(=O)C1(C)CCCN(C(=O)c2cc(C(C)(C)C)nn2C)C1 (configuration not stated),·,·,-5
·,2,9,-1,CC(C)C(NC(=O)/C=C/c1cccc([N+](=O)[O-])c1)C(C)C,·,-3,1
-0.5,8,0,-2,CN(C)C(=O)c1cccc(-c2cnc3cccnn23)c1,-5,·,13
-0.5&0.2&0.6,-4&-1,6&5,-8&1,C[C@@H]1CN([C@@H](C)CO)C(=O)CCCn2nncc2CO[C@H]1CN(C)C(=O)Nc1ccccc1C(F)(F)F,4,0&-1,-2&-1
1.4,1,-4,6,C[C@H](CO)N1C[C@H](C)[C@H](CN(C)CC2CCCCC2)OCCCC[C@H](C)Oc2ccc(NS(=O)(=O)c3cccs3)cc2C1=O,-2[16.7 µM],1,-3
2.5,-2,81*,-6,CCOc1cc(OCC)cc(C(=O)N2CCC[C@@H]2C(=O)N2CCC[C@@H]2C(=O)NCc2ccccc2Cl)c1,·,-4,·
0.3,0,-4,-3,O=C(C[C@@H]1CC[C@@H](NC(=O)Nc2cc(F)ccc2F)[C@H](CO)O1)NCc1ccncn1,·,3,-4
1.1,-2,-9,8,O=C(C[C@@H]1CC[C@@H]2[C@H](COC[C@@H](O)CN2Cc2cc(F)ccc2F)O1)NCc1ccccc1,0[16.7 µM],-1,3
0.1,2,-7,0,CCOC(=O)C1=CCN(S(=O)(=O)c2ccc(Br)cc2)C1c1cccc(Br)c1 (configuration not stated),·,-2,-2
-1.6,2,?,-5,CC(C)C#Cc1ccc2c(c1)O[C@H](CN(C)C(=O)c1cccnc1)[C@@H](C)CN([C@@H](C)CO)S2(=O)=O,-20[16.7 µM],-5,-1
-1.0,-1,-4,-6,NC(=O)NC(=O)C(c1ccccc1)N1CCN(S(=O)(=O)c2ccc(Br)s2)CC1 (configuration not stated),-16,-2,0

# The closing 3 records of the part above come first, to join the parts:
F508del corr,CASP6 VEID inh,DENV2 CPE rescue,ERp5 inh,SMILES,miR-122 sensor,SIRT5 block,ERAP1 inh
0.1,2,-7,0,CCOC(=O)C1=CCN(S(=O)(=O)c2ccc(Br)cc2)C1c1cccc(Br)c1 (configuration not stated),·,-2,-2
-1.6,2,?,-5,CC(C)C#Cc1ccc2c(c1)O[C@H](CN(C)C(=O)c1cccnc1)[C@@H](C)CN([C@@H](C)CO)S2(=O)=O,-20[16.7 µM],-5,-1
-1.0,-1,-4,-6,NC(=O)NC(=O)C(c1ccccc1)N1CCN(S(=O)(=O)c2ccc(Br)s2)CC1 (configuration not stated),-16,-2,0
4.1,-4,5,0,O=C(CC(CC(=O)c1ccccc1)c1ccccc1)c1ccccc1,66,-2,0
-1.3,·,15,0,CCC(=O)N(C)C[C@@H]1[C@@H](c2ccccc2)[C@H](CO)N1Cc1cccnc1,-58[16.7 µM],0,·
0.4,5,-4,-2,COCC#Cc1ccc(CC[C@H]2O[C@H]3CC[C@H](CO)O[C@H]3C[C@H]2n2cc(C3(O)CCCC3)nn2)cc1,·,-1,-1
-1.1,0,-3,-2,CCOc1ccc(N2CC(NC(=O)c3cccc4ccccc34)CC2=O)cc1 (configuration not stated),5,2,1
-2.7,-1,-1,-4,Cc1cccc([C@H]2[C@@H]3C=CCC[C@@H]3C(=O)N2Cc2ccccc2)c1,10,1,·
-0.5,0,35*,0,CCC(=O)N1C[C@@H]2[C@H](c3ccccc31)[C@H](CO)N2Cc1ccccc1OC,19[16.7 µM],0,1
-1.2,-1,-4,0,O=C(CCOc1ccccc1)Nc1ccnn1C1CCN(CCc2ccccc2)CC1,-3,-1,-3
-3.4,1,-1,2,COc1ccc(S(=O)(=O)Nc2ccc3c(c2)CC(=O)N([C@@H](C)CO)C[C@@H](C)[C@@H](CN(C)S(=O)(=O)c2ccc(OC)cc2)O3)cc1,5[16.7 µM],5,4
0.1,-3,5,-2,O=C(Nc1ccn(CCCNCc2ccc3[nH]ccc3c2)c(=O)n1)OCc1ccccc1,-1,-7,2
3.4,3,-5,2,COC(=O)c1ccc(N2CCN(CC(=O)c3ccc(C)cc3)CC2)c([N+](=O)[O-])c1,2,-4,·
-3.1,-19,-10,5,CCCCN1C(=N)N([C@@H](CCC)CN2CCC[C@H]2CN2C(N)=NC[C@H]2CC(C)C)C[C@H]1Cc1ccccc1,-1,0,-12
2.5,10,8,-3,CC(C)CCC(CCNCc1ccccn1)c1ccc(Cl)cc1 (configuration not stated),·,-6,1
0.4,-2,4,4,CCN(CCNC(=O)C1CCN(S(=O)(=O)c2c(C)noc2C)CC1)c1ccccc1,·,-3,-3
·,1,·,-3,Cc1ccc(-c2[nH]nc3c2C(c2ccsc2)C(C#N)=C(N)O3)cc1 (configuration not stated),-3,-3,6
·,2,·,6,CC(C)[C@H](NS(=O)(=O)c1ccc2c(c1)OCCO2)C(=O)OCC(=O)Nc1ccccc1Cl,·,-6,6
-0.6,1,-3,1,O=c1c(C(c2ccc(Br)cc2)c2c(O)nc3n(c2=O)CCCS3)c(O)nc2n1CCCS2,0,0,1
·,-2,7,3,CN(CC1CCCO1)S(=O)(=O)c1ccc(C(=O)NCc2ccccc2)cc1 (configuration not stated),·,1,12
-3.9,1,1,1,O=C(CC1CC1)N1CC2(C1)[C@H](c1ccccc1)[C@H](CO)N2C(=O)c1cccnc1,·,-8,1
0.8,-19,8,-5,S=C(NC1CCCCC1)N1CCOCCOCCN(C(=S)NC2CCCCC2)CCOCC1,-1,·,·
1.2,-1,3,-1,COc1cccc(S(=O)(=O)Nc2ccc3c(c2)[C@H]2C[C@@H](CC(=O)NCc4ccc(Cl)cc4)O[C@H](CO)[C@H]2O3)c1,8[16.7 µM],7,0
2.0,-1,?,-2,Clc1ccc(C2=NNC(=NCc3ccc4c(c3)OCO4)SC2)cc1,5,0,1
·,-1,1,5,O=C(NS(=O)(=O)Oc1ccc(F)c(Cl)c1)OC[C@@H]1CCCN2CCCCC12 (some centres not stated),-3,0,8
0.0,2,0,0,Cc1ccc2c(c1)oc(=O)n2CC(=O)c1ccccc1,-4,-1,3
-1.2,0,1,-3,Cc1ccc(S(=O)(=O)N(Cc2ccccc2F)C(=O)N2CCN(C)CC2)cc1,-7,-1,-1
0.6,-2,8,-3,O=C(C[C@H]1CC[C@H]2[C@@H](COC[C@@H](O)CN2C(=O)c2ccccc2F)O1)NCc1ccc(Cl)cc1,-4[16.7 µM],1,0
-1.5,0,-2,3,CC(C)C#Cc1ccc2c(c1)O[C@H](CN(C)CC1CC1)[C@H](C)CN([C@H](C)CO)S2(=O)=O,14[16.7 µM],3,4
0.2,4,-7,0,COc1cc(N(C(C)=O)c2ccc(O)cc2)c2ncccc2c1,-10,-5,0
-1.0,12,0,-12,Cc1sc(NC(=O)C2CCCO2)c(C#N)c1C (configuration not stated),3,-1,3
-3.0,56*,-2,2,CCN(CC)CCN(CC)Cc1ccccc1Br,0,-3,1
-2.9,0,3,3,COc1cc(/C=N/NC(=O)Cc2ccccc2)cc(OC)c1OC,-3,1,21
·,5,3,-5,C=CCSc1nnc2c(n1)OC(c1ccco1)Nc1ccccc1-2 (configuration not stated),·,-1,-2
-0.9,-1,1,9,CC1(C)CC(=O)C=C(c2n[nH]nc2-c2ccc(F)c(F)c2)C1,-1,1,-4
-1.3,1,-1,-1,COc1ccc(-c2nnc(NC(=O)c3ccc(S(=O)(=O)N(C)CC4CCCO4)cc3)o2)c(OC)c1 (configuration not stated),65,-2,-2
0.1,3,4,-3,O=C(N/N=C/c1cccnc1)c1ccccc1OCc1ccc(Br)cc1,5,1,-2
1.9,1,-3,0,CC(=O)C1CCC2C3CCC4=CC(=O)C=CC4(C)C3CCC12C (configuration not stated),-5,·,-2
-0.1,7,11,3,CCNC(=O)COC(=O)c1sccc1C,-3,-1,-1
-0.1,-4,-8,6,C[C@@H]1CN([C@H](C)CO)C(=O)Cc2cc(NC(=O)Cn3cnnn3)ccc2O[C@@H]1CN(C)C(=O)NC1CCCCC1,1[16.7 µM],-5,-1
-3.4,0,7,-5,C[C@H](CO)N1C[C@H](C)[C@@H](CN(C)CC2CC2)Oc2ccc(NC(=O)CCN3CCOCC3)cc2CC1=O,-13[16.7 µM],-9,-1
-0.2,0,-4,9,CN(c1ccccc1)S(=O)(=O)c1ccc(NC(=O)c2nc(S(C)(=O)=O)ncc2Cl)cc1,11,1,1
0.5,-1,-9,-13,COc1cccc(CC(=O)OCC(=O)Nc2c(C)nn(-c3ccccc3)c2C)c1,-7,2,0
2.1,-1,11,2,CC1CN(S(=O)(=O)c2cccc(C(F)(F)F)c2)CN1C(=O)N1CCOCC1 (configuration not stated),·,-2,-1
2.3,4,-1,-3,COc1cccc(NC(=O)N2CC(=O)N3[C@H](CO)[C@@H](c4ccc(C#CC5CCCC5)cc4)[C@H]3C2)c1,·,0,4
-3.1,-3,-2,10,CCCNC(=O)N(C)C[C@@H]1Oc2ncc(C3=CCCCC3)cc2C(=O)N([C@@H](C)CO)C[C@H]1C,-1[16.7 µM],0,3
-0.8,2,-2,17,COCCNC(=O)[C@H]1[C@H](CO)[C@H]2Cn3c(ccc(-c4ccccc4F)c3=O)[C@H]2N1C(=O)C1CCC1,·,-11,3
·,-7,?,3,Fc1cccc(Cc2noc(CN3CCC(c4ccncc4)CC3)n2)c1,·,0,11
2.1,1,0,-7,COc1ccc(C(=O)OC2CCCCC2CN(C)C)cc1 (configuration not stated),-1,-5,-3
·,3,·,-4,O=[N+]([O-])c1cc(C(F)(F)F)cc([N+](=O)[O-])c1NCc1cccnc1,·,-5,11
3.9,-1,4,0,CC(=O)C1CCC2C3CC(O)C4=CC(=O)CCC4(C)C3C(=O)CC12C (configuration not stated),70,·,3
-0.6,-2,16,6,CCCS(=O)(=O)NC(=O)C1(C)CCCN(C(=O)COc2ccc(Cl)cc2Cl)C1 (configuration not stated),-2,-5,-2
-0.1,6,75*,0,COc1ccc(Cl)cc1N(C(=O)c1ccco1)C(C(=O)NC1CCCC1)c1ccco1 (configuration not stated),-1,-2,1
1.8,-30,1,2,CCN1CCN(CCC(=O)Nc2cc(OC)ccc2OC)CC1,·,-4,0
-3.2,1,0,2,O=C(NCC(=O)N(c1ccccc1)C(C(=O)NC1CCCCC1)c1cccnc1)c1ccco1 (configuration not stated),-4,2,0
-1.4,4,5,1,O=C(COc1ccccc1Br)N1CCN(C(=O)c2cccs2)CC1,-6,-4,-1
2.0,0,-1,0,C[C@@H]1CCCCO[C@H](CN(C)S(=O)(=O)c2ccccc2)[C@@H](C)CN([C@@H](C)CO)C(=O)c2cc(NC(=O)NC3CCCCC3)ccc2O1,4[16.7 µM],10,3
-2.6,-2,-8,1,CCCCC[C@@H](C)N1C[C@@H](COCc2ccccc2)Oc2cc(N3CC[C@@H](O)C3)ccc2S1(=O)=O,·,0,1
-1.2,0,-2,1,COC(=O)CSc1nnc(NC(=O)CCc2ccccc2)s1,-4,1,3
-1.5,0,-11,4,C[C@@H]1CN([C@@H](C)CO)C(=O)Cc2cc(NS(=O)(=O)c3ccccc3)ccc2O[C@H]1CN(C)C(=O)Nc1ccccc1,-4[16.7 µM],0,0
-0.7,-2,-4,0,CC(C)NC(=O)N(C)C[C@H]1OCCCC[C@H](C)Oc2ccc(NC(=O)c3ccccc3)cc2C(=O)N([C@H](C)CO)C[C@@H]1C,0[16.7 µM],-2,-2
1.1,0,·,4,COc1ccc(S(=O)(=O)N2C[C@@H](O)COC[C@H]3O[C@@H](CC(=O)N[C@@H]4CCN(Cc5ccccc5)C4)CC[C@@H]32)cc1,-1[16.7 µM],-1,-1

# 2 neighbouring records from above, quoted:
F508del corr,CASP6 VEID inh,DENV2 CPE rescue,ERp5 inh,SMILES,miR-122 sensor,SIRT5 block,ERAP1 inh
-0.7,-2,-4,0,CC(C)NC(=O)N(C)C[C@H]1OCCCC[C@H](C)Oc2ccc(NC(=O)c3ccccc3)cc2C(=O)N([C@H](C)CO)C[C@@H]1C,0[16.7 µM],-2,-2
1.1,0,·,4,COc1ccc(S(=O)(=O)N2C[C@@H](O)COC[C@H]3O[C@@H](CC(=O)N[C@@H]4CCN(Cc5ccccc5)C4)CC[C@@H]32)cc1,-1[16.7 µM],-1,-1
